TAAR1 ag – human TAAR1 agonism. Q96RJ0. CHO RD-HGA16 TAAR1, Fluo-8 calcium fluorescence; vehicle wells 0%, saturating PEA agonist 100%. activation, % at 3 µM. hit rate 0.99% among 360,000. AID 624467;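 active means activation above the mean activation of all test compounds in the run plus 3 SD, cut at about 38% in these data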
Target sequence (Q96RJ0 whole entry, looked up): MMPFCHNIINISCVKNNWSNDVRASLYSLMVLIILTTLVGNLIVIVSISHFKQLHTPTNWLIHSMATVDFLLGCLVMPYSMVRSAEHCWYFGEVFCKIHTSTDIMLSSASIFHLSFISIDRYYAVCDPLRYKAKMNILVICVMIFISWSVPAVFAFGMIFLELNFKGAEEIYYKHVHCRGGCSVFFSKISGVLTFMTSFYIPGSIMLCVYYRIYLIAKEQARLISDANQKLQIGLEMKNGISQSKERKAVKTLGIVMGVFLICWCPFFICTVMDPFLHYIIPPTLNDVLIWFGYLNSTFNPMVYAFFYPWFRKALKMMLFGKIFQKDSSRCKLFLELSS
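Benchmarks: low control DMSO, high control PEA (EC100); System: CHO RD-HGA16 cells carrying human TAAR1 plus Gα16; Detection: Fluo-8 fluorescence, 5 s baseline then 140 s kinetic read; Schedule: 17-24 h plating, Fluo-8 75 min 37 °C, 30 min RT; Read-out basis: % activation from peak over basal fluorescence ratio, DMSO-to-PEA scaled.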
TAAR1 antag – antagonists of human TAAR1; Q96RJ0; inhibition, % at 3 µM; hit rate 1.5% among 360,000; CHO RD-HGA16 TAAR1, Fluo-8 calcium fluorescence, antagonist; AID 624466;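 active means inhibition above a per-plate cutoff, the mean inhibition of test compounds on that plate plus 3 SD, cut at about 49% in these data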;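 further: 0% = DMSO plus EC80 beta-PEA response and 100% = DMSO alone without agonist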
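Test system – hTAAR1-expressing CHO RD-HGA16 cells, Gα16-coupled · Also added – β-PEA at EC80 concentration, post-compound challenge · Compound – 3 µM, single point · Incubation – dye loading 75 min at 37 °C, then 30 min room temperature · Measured by – Fluo-8 intracellular calcium dye fluorescence, real-time kinetic reads · Benchmarks – vehicle and agonist controls · Replicates – singlicate, one well per test compound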
* marks the source's active call; other numbers are inactive results; & = joins results of further samples. Not all compounds are listed; the hit share may differ from the screen's.

(1) CCCCc1c(-c2ccccc2)ncn1CCc1ccccc1OC
(2) C[C@@H](c1ccccc1)N1C[C@@H](COCc2ccccc2)Oc2cc(N3CCC[C@H]3C(N)=O)ccc2S1(=O)=O
(3) COc1ccc(NC(=O)N(C)C[C@@H]2OCCCC[C@@H](C)Oc3ccc(NS(C)(=O)=O)cc3C(=O)N([C@H](C)CO)C[C@@H]2C)cc1
(4) O=C(CSc1nc2ccc(Nc3nc(N4CCOCC4)nc(N4CCOCC4)n3)cc2s1)Nc1ccccc1
(5) COC(=O)C[C@H]1CC[C@H](NC(=O)Cc2ccccc2)[C@@H](CO)O1
(6) CCOC(=O)CC1(C)Sc2ccccc2N1S(=O)(=O)c1ccc(C)cc1 (stereo not given)
(7) CC(=O)N1Cc2cc(C(=O)NCC(F)(F)F)nc(-c3cccc(-c4cc5ccccc5o4)c3)c2[C@H]1CCO
(8) CCCCc1c(-c2ccccc2OC)ncn1Cc1ccc(Cl)cc1

assay / compound	1	2	3	4	5	6	7	8
TAAR1 ag	3	12	0	7	1	3	7	6
TAAR1 antag	41	-27	-16	14	-6	8	-9	31

(9) O=C(c1cccnc1)N1CCC(c2nc3ccccc3[nH]2)CC1
(10) Cc1ccc(C(=O)NC2CCCCN(C)C2=O)c(C)c1 (stereo not given)
(11) Cc1ccc(S(=O)(=O)N2CCCc3nc(-c4ccc(Br)cc4)ccc32)cc1
(12) CCCc1cc2c(O)ccc(O)c2c(=O)o1
(13) COC(=O)c1ccc2nc(-c3ccc(C)cc3)c(Cc3ccc(OC)cc3C)n2c1
(14) C[C@H]1CN([C@@H](C)CO)C(=O)CCCn2nncc2CO[C@@H]1CN(C)C(=O)Nc1ccccc1F
(15) CC(=O)C1=C(O)C(=O)N(Cc2cccnc2)C1c1ccc(C)cc1 (stereo not given)
(16) CC(C)C[C@@H]1COc2cccc(N3CCCCC3)c2S(=O)(=O)N1

assay / compound	9	10	11	12	13	14	15	16
TAAR1 ag	0	0	0	-1	6	3	10	-1
TAAR1 antag	10	14	-24	-12	-11	-14	9	-2

(17) O=C1c2ccccc2C(c2nnnn2Cc2ccccc2)N1Cc1cccs1 (stereo not given)
(18) O=[N+]([O-])c1c(Cl)cc(Cl)cc1Cl
(19) O=C1NC(c2cccc(C(F)(F)F)c2)c2c(-c3ccccc3)n[nH]c21 (stereo not given)
(20) C[C@H]1CCCCO[C@@H](CN(C)CC2CC2)[C@@H](C)CN([C@@H](C)CO)C(=O)c2cc(NS(=O)(=O)c3ccccc3)ccc2O1
(21) COc1ccccc1S(=O)(=O)N[C@@H]1CC[C@@H](CCn2cc(C3CC3)nn2)O[C@@H]1CO
(22) CCCCOCCCNC(=O)C[C@@H]1C[C@@]2(C(=O)OCC)CCC=C2N(Cc2ccccc2)C1=O
(23) COC(=O)N1C[C@@H]2Oc3nccnc3O[C@@H]2C[C@@H]1c1ccccc1Br
(24) CC(C)[C@H](NC(=O)c1ccc(Cl)c(Cl)c1)C(=O)N1CCC[C@H]1C(=O)NCc1ccccc1

assay / compound	17	18	19	20	21	22	23	24
TAAR1 ag	1&4	0	0	-1	0	-1	1	2
TAAR1 antag	3&0	-1	9	-1	-26	-15	-25	-19

The final two records of the section above open the next one:
(23) COC(=O)N1C[C@@H]2Oc3nccnc3O[C@@H]2C[C@@H]1c1ccccc1Br
(24) CC(C)[C@H](NC(=O)c1ccc(Cl)c(Cl)c1)C(=O)N1CCC[C@H]1C(=O)NCc1ccccc1
(25) CC(C)(C)n1nnnc1C(c1cc2ccccc2o1)N1CCN(C(=O)OCc2ccccc2)CC1 (stereo not given)
(26) N#Cc1cccc(N=c2ssnc2Cl)c1
(27) C[C@H](CO)N1C[C@H](C)[C@@H](CN(C)C(=O)Nc2ccc(N3CCN(C)CC3)cc2)OCc2cn(nn2)CCCC1=O
(28) Nc1nc2c(ncn2[C@@H]2O[C@H](C(=O)N[C@H](Cc3ccccc3)C(=O)NCCCc3ccccc3)[C@@H](O)[C@H]2O)c(=O)[nH]1
(29) COc1cc(CCN=Cc2cccc(OC)c2O)c([N+](=O)[O-])cc1OC
(30) CCCCNC(=O)C[C@@H]1C[C@@]2(C(=O)OCC)CCC=C2N(Cc2ccccc2)C1=O
(31) Nc1[nH]c(C(=O)c2ccccc2)c(-c2ccccc2Br)c1C(=O)NCCc1ccc(Cl)cc1Cl
(32) COC(=O)[C@]12CCCCC=C1N(Cc1ccc(Cl)cc1Cl)C(=O)[C@H](CC(=O)N1CCCC1)C2

assay / compound	23	24	25	26	27	28	29	30	31	32
TAAR1 ag	1	2	0	33	1	1	8	2	30	5
TAAR1 antag	-25	-19	-23	9	3	-31	-10	-21	-4	31

(33) O=S1(=O)CC(N2CCCC2)CN1Cc1cn(Cc2ccc(Cl)cc2)nn1 (stereo not given)
(34) O=C(C(=O)N1CCN(C(=O)C2CCCC2)CC1)c1cccc(C(F)(F)F)c1
(35) N#Cc1cccc(C=C(C(=O)c2ccccc2)c2ccccc2)c1
(36) O=C1c2ccccc2C(c2nnnn2-c2ccc3c(c2)OCCO3)N1Cc1cccc(F)c1 (stereo not given)
(37) CCOC(=O)[C@]12CCC=C1N(CCC1=CCCCC1)C(=O)[C@H](CC(=O)N1CCCC1)C2
(38) c1ccc(-c2ccccc2C2Cc3nnccc3CN2)cc1 (stereo not given)
(39) CCCCOCCCNC(=O)C[C@@H]1C[C@@]2(C(=O)OCC)CCC=C2N(Cc2cccc3ccccc23)C1=O
(40) CCOC(=O)[C@]12CCC=C1N(Cc1ccccc1)C(=O)[C@H](CC(=O)NCCCN1CCCC1=O)C2

assay / compound	33	34	35	36	37	38	39	40
TAAR1 ag	2	0	0	1&2	2	2	-2	1
TAAR1 antag	-9	-19	32	-1&7	-10	-31	-3	-3

(41) COC(=O)[C@@]12C[C@@H](CC(=O)NCc3ccccc3)C(=O)N(Cc3ccccc3)C1=CCC(C)(C)C2
(42) Nc1[nH]c(C(=O)c2ccc(Br)cc2)c(-c2ccc(Br)cc2)c1C(=O)NCc1ccc(-c2ccccc2)cc1
(43) CCCCC[C@H]1CCCCC[C@H](O)C[C@H](O)[C@@H](O)/C=C/C(=O)O1
(44) COc1ccc(CN2C(=O)c3ccccc3C2c2nnnn2-c2ccc3c(c2)OCCO3)cc1 (stereo not given)
(45) CCCCCCCCCc1conc1C(=O)/C=C/c1oc2c(c1C)CCC(C)C2 (stereo not given)
(46) Cn1c(=O)c2c(ncn2Cc2ccc(O)c([N+](=O)[O-])c2)n(C)c1=O
(47) CCCCc1c(-c2ccccc2F)ncn1CCc1ccccc1OC
(48) CC1(C(=O)Nc2ccc3c(c2)OCCO3)CN(S(C)(=O)=O)CC(=O)N1CCc1ccccc1F (stereo not given)

assay / compound	41	42	43	44	45	46	47	48
TAAR1 ag	1	1	0	4	1	1	20	5
TAAR1 antag	-14	-8	-3	-16	-19	1	60*	0

(49) CCC1CCCCN1C(=S)NN=C(C)c1ccccn1 (stereo not given)
(50) C[C@@H]1COc2cc(N3CCOCC3)ccc2S(=O)(=O)N1
(51) Cc1cccc(C)c1NC(=O)C1(C)CSCC(=O)N1CCc1ccc(O)cc1 (stereo not given)
(52) CCOC(=O)[C@]12CCCC=C1N(Cc1ccco1)C(=O)[C@H](CC(=O)NCCc1ccccc1OC)C2
(53) CC(C)C[C@@H]1COc2cc(N3CCC[C@H]3CO)ccc2S(=O)(=O)N1
(54) Cc1cc(Br)cn2c(Cc3cccc(Cl)c3)c(-c3ccco3)nc12
(55) CCCCCCCCN1C(=O)[C@H](CC(=O)NCCCN2CCCC2=O)C[C@@]2(C(=O)OCC)CCCC=C12
(56) O=C1NC[C@@H](CCCCN2C[C@H](Cc3ccc(O)cc3)N(CCc3ccccc3)C(=O)C2=O)N(CCC2CCCCC2)C1=O

assay / compound	49	50	51	52	53	54	55	56
TAAR1 ag	3	2	9	35	2	24	1	2
TAAR1 antag	-36	-19	-26	-15	-15	38	-33	-15

(57) Cc1ccc(N2CCN(C3C(=O)Nc4ccccc4-n4nnnc43)CC2)cc1 (stereo not given)
(58) O=C(NC1CCCCC1)C(c1ccccc1)n1c(=O)c(-c2ccco2)nc2ccccc21 (stereo not given)
(59) O=C(N[C@@H](Cc1cccnc1)C(=O)N1CCC[C@H]1C(=O)NCCc1ccccc1Cl)c1ccccc1
(60) Cc1cc(N2CCN(C(=O)OC(C)(C)C)C[C@H]2C)ccc1N1C[C@@H](C)O[C@@H](C)C1
(61) COc1cc(OC)cc(C2=Cc3ccccc3C(CC(C)=O)N2c2ccc(C#CC3(O)CCCCC3)cc2)c1 (stereo not given)
(62) CC(C)(C)n1nc(C2CC2)cc1NC(=O)Nc1ccccc1
(63) CC(C)(C)NC(=O)C(C1CC1)n1c(-c2ccccc2)nc2ccccc21 (stereo not given)
(64) COC(=O)[C@]1(Sc2ccc(OC)cc2)CC(=O)N[C@@H]1c1ccccc1

assay / compound	57	58	59	60	61	62	63	64
TAAR1 ag	5	1	55*	3	6	3	0	3
TAAR1 antag	9	12	77*	-9	-7	2	-2	0

(65) CN1CCC(N2CCN(C3CN(Cc4cn(Cc5cccc(C(F)(F)F)c5)nn4)S(=O)(=O)C3)CC2)CC1 (stereo not given)
(66) CC1CCCN(c2cccc3c2S(=O)(=O)N(Cc2ccc(F)cc2)[C@@H](C)[C@H](c2ccccc2)O3)C1 (stereo not given in full)
(67) CCOC(=O)C1CCN(CC(=O)Nc2c(C(=O)OC)[nH]c3ccccc23)CC1
(68) CC(=O)Nc1cccc(-c2nc3ccccc3n2C(C)C(=O)NC(C)(C)C)c1 (stereo not given)
(69) COC(=O)[C@@]12C[C@@H](CC(=O)N3CCN(C(=O)c4ccco4)CC3)C(=O)N(Cc3cccc4ccccc34)C1=CCC(C)(C)C2
(70) COc1ccccc1CCn1cnc(-c2cccc(F)c2)c1CC(C)C
(71) O=C(NCCN1CCC(n2c(=O)[nH]c3ccccc32)CC1)C(c1ccccc1)c1ccccc1
(72) CCCCNC(=O)C(NC(=O)c1cnc(C)cn1)C(=O)c1ccccc1 (stereo not given)

assay / compound	65	66	67	68	69	70	71	72
TAAR1 ag	1	1	6	1	12	19	2	0
TAAR1 antag	-26	-14	25	-25	11	51*	-8	2

(73) CN1CCCCC(NC(=O)COCc2ccccc2)C1=O (stereo not given)
(74) C[C@]12Cc3ccccc3C1CC1=N[C@@H](c3ccc(C(F)(F)F)cc3)O[C@@]13C[C@@H]2C(=O)N3C1CCN(Cc2ccccc2)CC1 (stereo not given in full)
(75) COc1cccc(CC(=O)N2CCN(C(=O)C(=O)c3cccc(C(F)(F)F)c3)CC2)c1
(76) C[C@@H]1COc2cccc(N3CCCC3)c2S(=O)(=O)N1
(77) CCc1c(-c2ccc(OC)cc2)ncn1Cc1cccc(-c2ccccc2)c1

assay / compound	73	74	75	76	77
TAAR1 ag	1	4	0	0	3
TAAR1 antag	-15	-42	16	20	32

Compounds above that contain an aryl methoxy group (14):
(1) CCCCc1c(-c2ccccc2)ncn1CCc1ccccc1OC
(3) COc1ccc(NC(=O)N(C)C[C@@H]2OCCCC[C@@H](C)Oc3ccc(NS(C)(=O)=O)cc3C(=O)N([C@H](C)CO)C[C@@H]2C)cc1
(8) CCCCc1c(-c2ccccc2OC)ncn1Cc1ccc(Cl)cc1
(13) COC(=O)c1ccc2nc(-c3ccc(C)cc3)c(Cc3ccc(OC)cc3C)n2c1
(21) COc1ccccc1S(=O)(=O)N[C@@H]1CC[C@@H](CCn2cc(C3CC3)nn2)O[C@@H]1CO
(29) COc1cc(CCN=Cc2cccc(OC)c2O)c([N+](=O)[O-])cc1OC
(44) COc1ccc(CN2C(=O)c3ccccc3C2c2nnnn2-c2ccc3c(c2)OCCO3)cc1 (stereo not given)
(47) CCCCc1c(-c2ccccc2F)ncn1CCc1ccccc1OC
(52) CCOC(=O)[C@]12CCCC=C1N(Cc1ccco1)C(=O)[C@H](CC(=O)NCCc1ccccc1OC)C2
(61) COc1cc(OC)cc(C2=Cc3ccccc3C(CC(C)=O)N2c2ccc(C#CC3(O)CCCCC3)cc2)c1 (stereo not given)

assay / compound	1	3	8	13	21	29	44	47	52	61
TAAR1 ag	3	0	6	6	0	8	4	20	35	6
TAAR1 antag	41	-16	31	-11	-26	-10	-16	60*	-15	-7

(64) COC(=O)[C@]1(Sc2ccc(OC)cc2)CC(=O)N[C@@H]1c1ccccc1
(70) COc1ccccc1CCn1cnc(-c2cccc(F)c2)c1CC(C)C
(75) COc1cccc(CC(=O)N2CCN(C(=O)C(=O)c3cccc(C(F)(F)F)c3)CC2)c1
(77) CCc1c(-c2ccc(OC)cc2)ncn1Cc1cccc(-c2ccccc2)c1

assay / compound	64	70	75	77
TAAR1 ag	3	19	0	3
TAAR1 antag	0	51*	16	32

From PubChem BioAssay
